Screening results (PubChem BioAssay)
NS5 inhibitors: Dengue-2 NS5 methyltransferase inhibitors, primary screen, biochemical, confirmation dose response (AID 588689); inhibition, % at 25 µM, or IC50 in µM where a hit was titrated; Dengue-2 NS5 methyltransferase capping enzyme assay, biochemical; higher % means a stronger effect; actives 0.3% (n = 340,000); in the data active means a potency from the dose series; inconclusive means inhibition above about 29% without an active follow-up result
UTI89 phage lysis: protection from phage-mediated lysis, alamar blue read-out – E. coli UTI89, K1F phage, bacterial capsule biogenesis inhibitors (AID 488966). inhibition, % at 100 µM; hits with a dose series show IC50 in µM. actives 0.02% (n = 340,000). E. coli UTI89 K1F phage lysis, alamar blue, 2 h; higher % means a stronger effect;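 active means phage lysis inhibition, versus mean bacterial control, above a set limit; inconclusive means no clear call, values can overlap the other calls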;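 further: capsule biogenesis inhibitors block K1F phage lysis so surviving cells raise fluorescence; higher fluorescence means more inhibition of phage lysis; actives were called in the ten point dose series up to 300 µM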
NS5 inhibitors pilot replicate: further read-out of NS5 inhibitors, marked with its call; inhibition, %; measured here: pilot screen replicate inhibition
Numbers without * were called inactive; i = inactive; u = inconclusive; [ ] = dose if it differs, or a comment.

SMILES	NS5 inhibitors	UTI89 phage lysis	others
CC1O[C@@H](OC2C(COC3OC(CO)C(O)[C@H](O)C3O)OC(OC3CC[C@]4(C)C(CC[C@@]5(C)[C@@H]4CC=C4[C@@H]6CC(C)(C)CC[C@]6(CO)C(O)C[C@]45C)C3(C)C)C(O)C2O)C(O)C(O)C1O (some centres undefined)	0%	2.9%
CCN1C(=NCC2CC2)N[C@@H](c2ccccc2)C(C(=O)OC)=C1C	1%	0.3%
COc1cc(C2C3=C(COC3=O)Oc3cc4c(cc32)OCO4)ccc1O (centres undefined)	-8%	-2.7%
Cc1ccc(S(=O)(=O)N2[C@@H](c3ccc(Br)cc3)C(C(=O)O)=CC[C@H]2c2cccc(Cl)c2)cc1	-1%	-0.1%	NS5 inhibitors pilot replicate=1.8
O=C(NNC(=O)c1ccc2ccccc2c1)c1cccc(Br)c1	3%	0.1%
COc1ccc(S(=O)(=O)Nc2cccc3c2O[C@H](CN(C)C)[C@@H](C)CN([C@H](C)CO)C3=O)cc1	-6%	0.9%
Cc1c(C(c2cc(O)ccc2O)c2c(C)n(C)n(-c3ccccc3)c2=O)c(=O)n(-c2ccccc2)n1C	2%	-1.7%
CC(C)C[C@@H](CN)NC(=O)c1nc[nH]c1C(=O)N[C@@H](C)C(=O)CNC[C@H](C)NC(=O)c1nc[nH]c1C(=O)N[C@@H](Cc1ccccc1)C(=O)O	1%	0.1%	NS5 inhibitors pilot replicate=-1.8
CC(=O)c1ccc(S(=O)(=O)Nc2ccc3c(c2)OCO3)cc1	-8%	0.4%[50 µM]
COc1ccc2c(CC(=O)NNC(=O)c3cccs3)coc2c1	-1%	1.2%[50 µM]
Oc1c(Cl)c(Cl)c2ncccc2c1Cl	5%	-4.1%
C[C@H](CO)N1C[C@H](C)[C@@H](CN(C)Cc2ccccc2)Oc2c(NS(=O)(=O)c3ccccc3)cccc2C1=O	2%	-0.2%
COc1ccc(C2=CCCC2)c(OC)c1	7%	3.4%
C=CC[C@H](CC(=O)N(CCO)Cc1ccccc1)C(=O)NC[C@H](OC(=O)[C@@H](CC=C)Cc1ccc(F)cc1)c1ccccc1	-1%	-1.9%
Cc1ccc(CONC(=O)c2ccccc2Cl)cc1	4%	-1.1%

The final 3 compounds of the section before lead into the next:
SMILES	NS5 inhibitors	UTI89 phage lysis	others
COc1ccc(C2=CCCC2)c(OC)c1	7%	3.4%
C=CC[C@H](CC(=O)N(CCO)Cc1ccccc1)C(=O)NC[C@H](OC(=O)[C@@H](CC=C)Cc1ccc(F)cc1)c1ccccc1	-1%	-1.9%
Cc1ccc(CONC(=O)c2ccccc2Cl)cc1	4%	-1.1%
CCOC(=O)C1=NNC(C(=O)OCC)C1c1ccccc1 (centres undefined)	10%	1.5%
c1ccc(C(=NNc2nc3ccccc3s2)c2ccccn2)cc1	u	1.6%
O=C(O)CC(C(=O)O)C(c1ccccc1)c1ccccc1 (centres undefined)	-7%	-0.1%
N#CC1(Nc2ccc(Br)cc2)CCCC1	6%	3.9%
COc1ccccc1COC(=O)c1cccc(S(=O)(=O)N2CCCC2)c1	1%	-0.2%[50 µM]
CCN(C(=O)c1ccncc1)c1c(N)n(Cc2ccccc2)c(=O)[nH]c1=O	-1%	1.4%[50 µM]
C[C@H](CO)N1C[C@H](C)[C@@H](CN(C)S(=O)(=O)c2cccs2)Oc2ccc(NC(=O)C3CC3)cc2C1=O	4%	0.1%	NS5 inhibitors pilot replicate=-2.1
O=C(CN1CCCSc2ccccc21)N1CCN(S(=O)(=O)c2ccccc2)CC1	-7%	0.6%[50 µM]
CC1CN(CC(O)c2ccc(Br)cc2)CCO1 (centres undefined)	-2%	1.2%
CC1CCCC(C)N1C(=O)CN1c2cccc3cccc(c23)S1(=O)=O (centres undefined)	-9%	0.1%[50 µM]
COC(=O)[C@]1(Cc2ccccc2)N[C@H](CN(C)C(=O)Nc2ccc(C(F)(F)F)cc2)[C@@H]2C(=O)N(Cc3ccccc3)C(=O)[C@@H]21	8%	0.2%	NS5 inhibitors pilot replicate=-0.9
O=C1CCCC(=NNC(=O)c2cc3ccccc3cc2O)C1	-69%	-1.1%
COc1ccccc1C1CC(=O)Oc2cc(OC)c(OC)c(OC)c21 (centres undefined)	-5%	0.1%	NS5 inhibitors pilot replicate=4.8
CCC1(CC)C(=O)NC(=O)NC1=S	4%	-4.2%
COc1cc(C(=O)OC(C)C(=O)Nc2ccc3c(c2)OCCO3)cc(OC)c1OC (centres undefined)	-3%	0.5%[50 µM]
O=C1OC(Oc2ccc(Br)cc2)(c2ccccc2)c2ccccc21 (centres undefined)	1%	3.0%
Cc1ccc(C2(c3ccc(C)cc3)NC(=O)N(CC(=O)NCCCN3CCCC3=O)C2=O)cc1	-9%	-0.1%
CCOC(=O)C1=C(C)N(C[C@@H]2CC[C@@H](Cc3ccc(-c4ccccc4)cc3)O2)C(=O)NC1c1ccc(-c2ccccc2)cc1 (some centres undefined)	-11%	0.2%	NS5 inhibitors pilot replicate=-2.4
CCOC(=O)C1CCCN(C(=S)Nc2ccc(S(=O)(=O)N3CCOCC3)cc2)C1 (centres undefined)	-7%	-0.2%
CCC(COC(=O)c1ccccc1)Oc1cc(NCc2ccccc2)c2ncn(C(C)C)c2c1 (centres undefined)	5%	-0.7%
CCN(CC(=O)Nc1ccc(NC(C)=O)cc1)C(=O)c1cc([N+](=O)[O-])ccc1Sc1ccc(Cl)cc1	8%	0.3%[50 µM]
COc1ccc2c(CC(=O)NNC(=O)c3ccc(O)cc3)coc2c1	10%	-3.8%
O=C(COC(=O)c1cccc(S(=O)(=O)N2CCCC2)c1)Nc1ccccc1C(F)(F)F	-6%	1.2%[50 µM]
O=C(O)C1C=Cc2ccccc2N1C(=O)c1ccccc1 (centres undefined) (tested in a mixture with another compound)	2%	1.4%
C[C@H](CO)N1C[C@H](C)[C@@H](CN(C)S(=O)(=O)c2ccccc2)Oc2c(cccc2N(C)C)C1=O	-7%	8.7%
COc1ccc(-c2cc3cc(F)ccc3cn2)cc1	-7%	-0.2%
Nc1cc(Cl)cc2c1-c1ccc(Cl)cc1C2	2%	-1.2%
COc1ccc(C(=O)OCC(=O)N2CCN(S(=O)(=O)c3ccc(C)cc3)CC2)cc1[N+](=O)[O-]	-4%	-0.1%
CN(Cc1ccccc1)C(=O)c1ccc(NC(=O)Cc2ccc(NC(=O)C3CCN(C(=O)CCc4ccccc4)CC3)cc2)cc1	-6%	-0.3%	NS5 inhibitors pilot replicate=-5.1
CN(C(=O)CSc1ncnc2sccc12)C1CCS(=O)(=O)C1 (centres undefined)	0%	0.6%[50 µM]
O=C(Cc1ccc(S(=O)(=O)N2CCCC2)s1)Nc1cccc([N+](=O)[O-])c1	-4%	0.2%[50 µM]
Nc1ccc2c(c1)C(=O)c1cc([N+](=O)[O-])ccc1-2	5%	4.4%
CCN(CC)S(=O)(=O)c1cc(NC(=O)Cc2ccc(S(=O)(=O)N3CCOCC3)s2)ccc1Cl	0%	1.6%[50 µM]
O=C(CN1C(=O)NC2(CCOc3ccccc32)C1=O)N1CCCCC1 (centres undefined)	2%	0.6%[50 µM]
CCOC(=O)Nc1cccc2c1-c1ccc([N+](=O)[O-])cc1C2=O	19%	1.7%
COc1ccccc1CNC(=O)CN1C(=O)NC(c2ccccc2)(c2ccccc2)C1=O	-7%	i
O=C(NC(=S)Nc1cccc(NC(=S)NC(=O)c2ccccc2)c1)c1ccccc1	-14%	-2.5%
CC(=O)c1sc2c(c1OC(=O)c1ccccc1)c(=O)n(-c1ccccc1)c(=S)n2-c1ccccc1	-2%	0.7%
CCOc1ccc(NC(=O)CCC(=O)NNC(=O)c2cccc([N+](=O)[O-])c2)cc1	1%	-0.4%
COC(=O)C1=C(C(=O)OC)[C@]2([C@@H]3CC=CCN[C@@H](Cc4ccccc4)C(=O)N3Cc3ccccc3)C=C[C@H]1O2	-5%	5.5%
CCC(C)c1ccccc1NC(=O)c1cccc(-n2cnnn2)c1 (centres undefined)	0%	0.5%

Nothing new here: an excerpt of the list.
SMILES	NS5 inhibitors	UTI89 phage lysis	others
Cc1ccc(C2(c3ccc(C)cc3)NC(=O)N(CC(=O)NCCCN3CCCC3=O)C2=O)cc1	-9%	-0.1%
CCOC(=O)C1=C(C)N(C[C@@H]2CC[C@@H](Cc3ccc(-c4ccccc4)cc3)O2)C(=O)NC1c1ccc(-c2ccccc2)cc1 (some centres undefined)	-11%	0.2%	NS5 inhibitors pilot replicate=-2.4
CCOC(=O)C1CCCN(C(=S)Nc2ccc(S(=O)(=O)N3CCOCC3)cc2)C1 (centres undefined)	-7%	-0.2%
CCC(COC(=O)c1ccccc1)Oc1cc(NCc2ccccc2)c2ncn(C(C)C)c2c1 (centres undefined)	5%	-0.7%
CCN(CC(=O)Nc1ccc(NC(C)=O)cc1)C(=O)c1cc([N+](=O)[O-])ccc1Sc1ccc(Cl)cc1	8%	0.3%[50 µM]
COc1ccc2c(CC(=O)NNC(=O)c3ccc(O)cc3)coc2c1	10%	-3.8%
O=C(COC(=O)c1cccc(S(=O)(=O)N2CCCC2)c1)Nc1ccccc1C(F)(F)F	-6%	1.2%[50 µM]
O=C(O)C1C=Cc2ccccc2N1C(=O)c1ccccc1 (centres undefined) (tested in a mixture with another compound)	2%	1.4%
C[C@H](CO)N1C[C@H](C)[C@@H](CN(C)S(=O)(=O)c2ccccc2)Oc2c(cccc2N(C)C)C1=O	-7%	8.7%
COc1ccc(-c2cc3cc(F)ccc3cn2)cc1	-7%	-0.2%
Nc1cc(Cl)cc2c1-c1ccc(Cl)cc1C2	2%	-1.2%
COc1ccc(C(=O)OCC(=O)N2CCN(S(=O)(=O)c3ccc(C)cc3)CC2)cc1[N+](=O)[O-]	-4%	-0.1%
CN(Cc1ccccc1)C(=O)c1ccc(NC(=O)Cc2ccc(NC(=O)C3CCN(C(=O)CCc4ccccc4)CC3)cc2)cc1	-6%	-0.3%	NS5 inhibitors pilot replicate=-5.1
CN(C(=O)CSc1ncnc2sccc12)C1CCS(=O)(=O)C1 (centres undefined)	0%	0.6%[50 µM]
O=C(Cc1ccc(S(=O)(=O)N2CCCC2)s1)Nc1cccc([N+](=O)[O-])c1	-4%	0.2%[50 µM]
Nc1ccc2c(c1)C(=O)c1cc([N+](=O)[O-])ccc1-2	5%	4.4%
CCN(CC)S(=O)(=O)c1cc(NC(=O)Cc2ccc(S(=O)(=O)N3CCOCC3)s2)ccc1Cl	0%	1.6%[50 µM]
O=C(CN1C(=O)NC2(CCOc3ccccc32)C1=O)N1CCCCC1 (centres undefined)	2%	0.6%[50 µM]
CCOC(=O)Nc1cccc2c1-c1ccc([N+](=O)[O-])cc1C2=O	19%	1.7%
COc1ccccc1CNC(=O)CN1C(=O)NC(c2ccccc2)(c2ccccc2)C1=O	-7%	i
O=C(NC(=S)Nc1cccc(NC(=S)NC(=O)c2ccccc2)c1)c1ccccc1	-14%	-2.5%
CC(=O)c1sc2c(c1OC(=O)c1ccccc1)c(=O)n(-c1ccccc1)c(=S)n2-c1ccccc1	-2%	0.7%

The list is partial; the hit share may differ from the screen's.
